Bioassay records from PubChem.
Eya2 phos inh – Eya2 (human) phosphatase inhibition; Potency, µM (titrated, usually from 76.9 µM), without a hit: at the highest dose activity, negative = inhibition, actives largely listed as inhibitors; O00167; recombinant Eya2, OMFP fluorescence dephosphorylation (OMFP is methylfluorescein phosphate); AID 488837; 0.006% of 330,000 active; also: potency is read from the fitted curve at half-maximal effect; % is scaled to controls: 0 for no effect and ±100 for the full control effect
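Eya2 (0.2 uM) preincubated 10 min at ambient with compound, then OMFP substrate added at 50 uM; 10 min reaction in 50 mM HEPES pH 7.5, 50 mM NaCl, 5 uM MgCl2, 0.05% BSA, 1 mM DTT. Fluorescence read at Ex 485/Em 525 nm.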
Mito fusion act – blocks mitochondrial division or promotes mitochondrial fusion; AID 485298; 0.23% of 320,000 active; S. cerevisiae fusion-defective mutant growth rescue, CellTiterGlo 48 h; Potency, µM (top dose mostly 46.1 µM), inactives show at the highest dose growth rescue (activation), usual class: activators;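 also: potency is read from the fitted curve at half-maximal effect; % of control where 0% means no effect; nearly all actives have a fitted effect of over 45% in size; temperature-sensitive fusion mutants such as fzo1-1 at 37 °C on non-fermentable ethanol glycerol medium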
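Luminescent cell viability in 1536-well qHTS format served as the measure of rescued growth in ts fusion-mutant S. cerevisiae cultured on non-fermentable YPEG for 48 hours at 37C.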
Tb PFK inh – blocks T. brucei phosphofructokinase; Potency, µM (top dose mostly 57.5 µM), inactives show at the highest dose activity, negative = inhibition, actives largely listed as inhibitors; 0.17% of 330,000 active; T. brucei PFK, ADP-Glo luminescence; O15648;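 also: potency is read from the fitted curve at half-maximal effect; 0% = uninhibited 1x PFK enzyme wells and -100% = no-enzyme wells; nearly all actives have a fitted effect of over 60% in size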
Target sequence (O15648 whole entry, looked up): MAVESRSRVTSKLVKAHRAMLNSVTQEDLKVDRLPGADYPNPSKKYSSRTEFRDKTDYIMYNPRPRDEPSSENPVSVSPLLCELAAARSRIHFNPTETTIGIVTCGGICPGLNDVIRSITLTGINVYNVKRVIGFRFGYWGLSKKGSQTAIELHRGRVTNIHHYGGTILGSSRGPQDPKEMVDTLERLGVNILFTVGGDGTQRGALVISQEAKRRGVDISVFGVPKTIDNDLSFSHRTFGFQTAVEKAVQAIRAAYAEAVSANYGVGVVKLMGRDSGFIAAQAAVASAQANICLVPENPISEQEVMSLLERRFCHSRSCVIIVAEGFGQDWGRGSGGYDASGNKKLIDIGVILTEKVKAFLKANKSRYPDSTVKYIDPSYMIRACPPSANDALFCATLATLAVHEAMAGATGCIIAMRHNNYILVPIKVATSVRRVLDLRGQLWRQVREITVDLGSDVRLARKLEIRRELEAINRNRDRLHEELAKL
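Compounds were pin-transferred as a titration series up to 57 uM into substrate buffer (0.5 mM F6P, 0.1 mM ATP, pH 8.0), then 1.25 nM PFK was added and reactions ran 45 min before ADP-Glo detection.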
uPA surface inh – inhibitors of cell surface uPA generation; cell surface uPA generation assay, qHTS; Potency, µM (doses to about 38.3 µM), inactives show at the top dose activity change, negative = inhibition, usual class: inhibitors; 0.31% of 330,000 active; active = well fitted inhibition curve with a large enough effect; inconclusive = small, poorly fitted or top-dose-only effect; inactive = no such curve, though single readings can be large or run the other way; tested in mouse RAW 264.7 cells; also: potency is read from the fitted curve at half-maximal effect; % is scaled to controls: 0 for no effect and ±100 for the full control effect; nearly all actives have a fitted effect of over 55% in size
PTAP TSG101 blk – blocks PTAP/TSG101 interaction to inhibit HIV-1 budding; Fluorescence polarization, FITC-PTAP peptide / Tsg101 binding; AID 493005; 340,000 tested, under 10 active; Potency, µM (doses to about 115 µM), without a hit: at the highest dose activity change, negative = inhibition, usual class: inhibitors; Q99816; active = well fitted inhibition curve with a large enough effect in the main read-out, with a control signal flat, not every such curve was filed as active; inconclusive = small, poorly fitted or top-dose-only effect, or effect the other way, or a change in a side signal; inactive = no such curve, though single readings can be large or run the other way; also: potency is read from the fitted curve at half-maximal effect; % of control where 0% means no effect
Target sequence (Q99816 whole entry, looked up): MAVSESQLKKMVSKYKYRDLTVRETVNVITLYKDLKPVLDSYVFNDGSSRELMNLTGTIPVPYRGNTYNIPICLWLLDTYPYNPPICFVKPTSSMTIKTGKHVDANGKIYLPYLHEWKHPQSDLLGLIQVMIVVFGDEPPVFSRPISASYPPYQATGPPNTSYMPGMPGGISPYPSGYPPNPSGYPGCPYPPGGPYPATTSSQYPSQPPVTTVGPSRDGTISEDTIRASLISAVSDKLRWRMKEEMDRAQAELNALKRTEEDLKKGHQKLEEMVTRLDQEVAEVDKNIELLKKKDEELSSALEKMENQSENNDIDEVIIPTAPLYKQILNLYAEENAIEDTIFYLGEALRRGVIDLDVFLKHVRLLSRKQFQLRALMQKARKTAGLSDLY
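FP read-out: FITC-PTAP peptide, 50 nM final, binding Tsg101 binding domain, 10 uM final; 20 min, r.t.; 10 mM HEPES pH 7.5, 0.15 M NaCl, 0.01% Tween 20, 3 mM EDTA, 0.1 mM TCEP.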
USP2a inh – inhibitors of human ubiquitin-specific protease USP2a | O75604 | USP2 core, Ub-CHOP2 coupled fluorogenic reporter, 485/531 | Potency, µM (titrated, usually from 38.3 µM), for inactives: top-dose activity change, negative = inhibition, usual class: inhibitors | 0.01% of 330,000 active;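 also: potency is read from the fitted curve at half-maximal effect; plate controls were DMSO wells for no effect and full inhibition by NEM control for full effect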
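Deubiquitinase activity read as fluorescence (485/531 nm) after Ub-CHOP2 cleavage activates the enterokinase reporter on its substrate; USP2 core 10nM, Ub-CHOP2 and substrate 25nM each, 30min compound preincubation then 60min RT; data normalized to NEM, curves fitted.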
BCR signal inh – inhibitors of chronic active B-cell receptor signaling; ABC-DLBCL IkBa-CBG/CBR reporter, luminescence ratio, 4 h; Potency, µM (top dose mostly 46.1 µM), for inactives: at the top dose ratio change, negative = lower green/red ratio, hits mostly inhibitors; 0.05% of 340,000 active; active = well fitted inhibition curve with a large enough effect in the signal ratio, with a control signal flat, not every such curve was filed as active; inconclusive = small, poorly fitted or top-dose-only effect, or effect the other way, or a change in a side signal; the % refers to the signal ratio;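 also: potency is read from the fitted curve at half-maximal effect; plate controls were basal doxycycline-induced cells for no effect and cells given 10 µM MG132 for full effect; MG132 reads +100%, hits lower the ratio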
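Compounds up to 46 uM were incubated four hours with TMD8 cells whose green CBG68 luciferase is fused to IkappaBalpha; red CBR luminescence normalised the signal, and concentration-effect curves were fitted to fusion, red and ratio data.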
TCR act – activators of T cell receptors. AID 504894. primary human leukocytes, anti-CD3, IL-2 HTRF, 48 h. 330,000 tested, under 10 active. Potency, µM (doses to about 9.22 µM), for inactives: top-dose activation of IL-2 secretion, actives largely listed as activators; also: % of control where 0% means no effect
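Primary human leukocytes incubated 48 hr with anti-CD3 beads plus compound, without co-stimulation. Secreted IL-2 measured by HTRF (europium cryptate/d2 anti-IL-2 pair, 320 nm excitation, 665 nm emission).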
ELG1 DNA repair – ELG1-dependent DNA repair inhibition | HEK293T ELG1-luciferase reporter, luminescence, 16 h; DNA damage induced by 5-fluorouridine | 2.3% of 330,000 active | Potency, µM (doses to about 46.1 µM), for the others: top-dose activity change, negative = inhibition, hits mostly inhibitors; also: potency is read from the fitted curve at half-maximal effect; % is scaled to controls: 0 for no effect and ±100 for the full control effect; nearly all actives have a fitted effect of over 55% in size
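Quantitative HTS, concentration-response format. 2,000 cells/well co-treated with 5-fluorouridine and compound, 16 hr in 5% CO2 at 37 °C; ONE-Glo luminescence read after 30 min.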
TSHR antag – human thyrotropin receptor antagonism; P16473; TSHR-expressing cells, TSH-stimulated cAMP HTRF, 2 h; active compounds read low; AID 504810; activity change, negative = inhibition, % at 11.5 µM; 0.2% of 330,000 active;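 active = activity change below a set negative limit, meaning inhibition stronger than a set level, cut at about -70% in these data; inconclusive = activity change between two set negative limits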; also: % is scaled to controls: 0 for no effect and ±100 for the full control effect
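Freshly harvested TSHR cells receive pin-tooled compound, then EC80 TSH at 4nM final. After 2 hours at 37 deg C, antibody in lysis buffer and cAMP-d2 are added; 30 minutes at ambient temperature precede the HTRF read.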
B2AR arrestin – agonists driving beta-arrestin recruitment to human beta2-adrenergic receptor. P07550. beta-arrestin recruitment to beta2AR, cell-based reporter. Potency, µM (top dose mostly 46.1 µM), inactives show top-dose activation, usual class: activators. 0.02% of 330,000 active. AID 492947;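 also: potency is read from the fitted curve at half-maximal effect; 0% = DMSO controls and full agonism = EC100 isoproterenol or metaproterenol; nearly all actives have a fitted effect of over 65% in size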
* hit, by the source's call; ? = inconclusive; . = no result given; [ ] = another dose, or the depositor's remark. Unless noted, calls follow the shape of the dose curve; as a rule, active = well fitted curve in the direction sought with a large enough effect; inconclusive = small, poorly fitted or top-dose-only effect, or another doubt; inactive = no such curve, though single readings can be large; an effect the other way counts as inactive or inconclusive.

SMILES	Eya2 phos inh	Mito fusion act	Tb PFK inh	uPA surface inh	PTAP TSG101 blk	USP2a inh	BCR signal inh	TCR act	ELG1 DNA repair	TSHR antag	B2AR arrestin
O=C(CN(C(=O)c1csnn1)c1cccc(F)c1)NCc1ccc(F)cc1	-4%	-1%	1%	.	0%	-1%	-7%	4%	8%	-7	3.4%
O=C(Nc1nccs1)c1ccc[nH]c1=O	2%	0%	1%	0%	-4%	1%	0%	.	?	-1	-2.7%
O=C(O)CSC(NC(=O)c1cccnc1)(C(F)(F)F)C(F)(F)F	-13%	5%	7%	-5%	-2%	6%	6%	3%	-1%	6	0.1%
Cc1ccccc1CC(=O)Nc1ccc2c(C)cc(=O)oc2c1	-15%	1%	-2%	1%	1%	-3%	-14%	0%	9%	6	-0.4%
CCOC(=O)Cc1csc(NC(=O)CC(C)(C)CC(=O)O)n1	-6%	-6%	0%	0%	0%	3%	0%	8%	-2%	30	0.3%
Cc1cc(C)nc(/N=C(\N)Nc2ccc(S(=O)(=O)O)cc2)n1	-2%	-4%	-3%	1%	-3%	6%	4%	2%	7%	2	-0.2%
Cc1ccc(OC(C)C(=O)Nc2ccncc2)cc1C (configuration not stated)	9%	1%	3%	-14%	-6%	2%	-7%	-4%	?	-3	0.5%
CCc1ncc(CN2CCC(C(=O)Nc3cccc(-c4cscn4)c3)CC2)cn1	-8%	-2%	-1%	2%	-5%	-1%	-4%	0%	?	-8	-1.0%
COc1cccc(NC(=O)c2cccs2)c1	6%	7%	-1%	.	-3%	4%	3%	.	?	-10	-0.5%
COc1ccc(CC(=O)Nc2ccncc2Cl)cc1	11%	-2%	0%	-21%	0%	1%	-1%	-7%	0%	-1	0.0%
O=c1oc([C@@H](O)c2ccccc2)cc2ccccc12	2%	.	2%	-1%	-4%	4%	?	-15%	14%	-8	0.1%
CCCn1ncc2c(Nc3ccc(C)c(C)c3)ncnc21	-14%	-11%	1%	-2%	-4%	1%	-1%	-2%	?	-11	-0.2%
CCS(=O)(=O)N1CCC(C(=O)NCc2ccc(F)cc2Cl)CC1	-10%	-3%	-15%	1%	-8%	-1%	1%	.	-10%	8	0.3%
COC(=O)CCN(c1ccccc1)S(=O)(=O)c1cc(-c2cc(C)no2)ccc1OC	-3%	7%	-3%	-4%	-4%	3%	?	-3%	17%	-2	0.2%
CCC(=O)N1CCN(c2ccccc2NC(=O)COc2cccc(C)c2C)CC1	-3%	10%	1%	-20%	-5%	-1%	?	1%	?	2	-0.9%
CN(C)C(=O)c1cccn(Cc2ccc(C(F)(F)F)cc2)c1=O	1%	-4%	1%	6%	-1%	8%	?	-6%	-21%	5	0.2%
Cc1ccc(C(=O)OC(C)C(=O)N(C)C2CCCCC2)cc1S(=O)(=O)N1CCCCC1 (configuration not stated)	-7%	2%	-2%	-6%	-4%	-1%	-1%	.	?	2	0.1%
COc1cccc(CC(=O)Nc2ccccc2C(=O)N2CCOCC2)c1	6%	0%	1%	1%	0%	2%	0%	-1%[46.1 µM]	14%	3	0.0%
O=C(Nc1ccc(Cl)c(S(=O)(=O)N2CCOCC2)c1)c1ccncc1	3%	.	6%	3%	-5%	2%	1%	-4%[46.1 µM]	?	-17	0.3%
c1ccc(-c2noc(-c3cccs3)n2)nc1	3%	-6%	-14%	?	5%	-6%	?	0%[46.1 µM]	?	18	-0.2%
O=C(CN1CCN(c2ccccc2O)CC1)Nc1ccnn1C1CCCC1	-8%	-6%	-1%	?	-8%	0%	-2%	5%	?	-4	-0.2%
COc1ccc(-c2c(NC(=O)c3ccco3)n(-c3ccccc3)nc(C)c2=O)cc1	13%	-3%	-2%	-2%	-9%	11%	13%	-2%	-11%	6	-1.1%
CC(C)N1CCC(N2CCN(CC#Cc3ccccc3)CC2CCO)CC1 (configuration not stated)	8%	-3%	1%	-5%	-1%	0%	8%	-3%	9%	7	-0.1%
Cc1cccc(CC2CC(=O)N(c3ccccc3)C2=O)c1 (configuration not stated)	-10%	0%	-8%	-1%	-4%	0%	?	4%	?	4	0.3%
CC(C)CCOc1ccc(/C=N/N2C(=O)CSC2=S)cc1	-27%	-2%	0%	0%	1%	4%	0%	1%	-12%	1	-0.1%
Cc1ccc(C(=O)NC(=S)Nc2ccc(S(=O)(=O)N(C)c3ccccc3)cc2)cc1	15%	0%	2%	-3%	-2%	5%	11%	-3%	?	-12	-1.1%
O=C(CCn1nc(-c2ccccc2)ccc1=O)N1CCN(c2ccccn2)CC1	8%	6%	-30%	-1%	-2%	2%	-8%	7%	?	20	-0.2%
NS(=O)(=O)c1cccc(NC(=O)CSc2nc3ccccc3c(=O)n2CC2CCCO2)c1 (configuration not stated)	-21%	4%	-3%	1%	-4%	-1%	-4%	0%	6%	-7	0.2%
O=C(CN1C(=O)/C(=C/c2ccccc2F)SC1=S)NC1C=CS(=O)(=O)C1 (configuration not stated)	7%	3%	-1%	-2%	-4%	4%	-3%	1%	25%	-1	-0.2%
COc1ccc(-n2nnnc2SCC(=O)N2CCOCC2)cc1	-17%	-1%	-7%	-2%	0%	1%	7%	-2%	?	-2	0.2%
O=S(=O)(O)c1cc2oc(-c3ccccc3)nc2c2ccccc12	16%	-4%	5%	-29%	-3%	-2%	4%	7%	0%	-6	-0.2%
CCC[C@H](CN[C@@H](CNC)[C@H](C)CC)NCCc1cc(C(F)(F)F)cc(C(F)(F)F)c1	-6%	-18%	1%	?	3%	7%	-2%	-7%	21µM*	-2	-0.9%
COc1ccccc1-c1nnc2sc(COc3ccc(Cl)cc3)nn12	8%	11%	0%	-6%	-8%	0%	?	-4%	-11%	-16	-0.7%
O=C(c1nc(-c2ccccc2)n(-c2ccccc2)n1)N1CCCCCC1	-8%	4%	2%	4%	-7%	1%	5%	-33%	1%	10	0.1%
O=C(CSCC(=O)Nc1nccs1)Nc1ccccc1	4%	?	1%	4%	-5%	0%	?	-42%	8%	9	0.0%
O=C(NC1CCCC1)C1CCC(=O)N1CCc1ccccc1 (configuration not stated)	4%	-1%	-2%	.	-5%	4%	12%	3%	12%	4	-0.1%
CCCOc1ccc(C2C(=O)N(C3CCCCC3)CC(=O)N2CCCOCC)cc1OC (configuration not stated)	10%	-1%	5%	.	-1%	-2%	0%	-1%	-18%	-4	0.2%
O=C(Cc1ccc(Cl)c(Cl)c1)Nc1ccc(S(=O)(=O)Nc2ncccn2)cc1	-1%	-3%	2.4µM*	-1%	-2%	0%	0%	2%	-9%	9	-0.3%
CNC(=S)N1CCN(c2nc3ccccc3s2)CC1	-12%	8%	-9%	8%	0%	-1%	?	-5%	?	2	-0.1%
COc1cccc(CN(C)CC(=O)NC(=O)NCc2ccco2)c1	4%	1%	?	-3%	5%	-2%	?	9%	18%	-1	-0.3%
Cc1ccc(NC(=O)NC(=O)c2cnccc2C(F)(F)F)c(C)c1	5%	3%	0%	3%	-1%	7%	?	0%	-10%	13	4.5%
Nc1ccc2c(c1)COc1ccccc1O2	-9%	0%	-10%	-6%	.	-1%	1%	.	?	-5	-0.2%
COc1ccc(Cl)cc1NS(=O)(=O)c1ccc(S(=O)(=O)N2CCCC2)cc1	-6%	5%	0%	-2%	-14%	-5%	-3%	-16%	-23%	0	-0.1%
CCOC(=O)c1c(-c2ccc(C)s2)csc1N	-2%	10%	15%	16%	-8%	2%	?	-1%	-3%	27	-0.4%
C/C(=N\NC(=O)CSCc1ccccc1Br)c1cccc([N+](=O)[O-])c1	-4%	0%	6%	16%	-3%	-5%	-5%	2%	-5%	5	-0.6%
COC(=O)N/N=C/c1cc(C)n(-c2ccc(F)cc2)c1C	-14%	3%	0%	4%	-8%	-2%	?	.	?	-2	0.4%
Cn1c(=O)n(CCc2ccccc2)c(=O)c2c1nc1n2CCCN1c1ccccc1	19%	-2%	3%	9%	-4%	2%	?	.	0%	6	0.5%
COC(=O)c1ccc2c(=O)n(CCCCCC(=O)O)c(=O)[nH]c2c1	15%	-4%	-1%	3%	-2%	0%	?	7%	-2%	1	-1.0%
